# NPYLR7 ag – agonists of mosquito NPYLR7 receptor, primary screen, cell-based, Aedes aegypti, calcium fluorescence, mosquito biting behavior. activation, % at 10 µM. HEK293T NPYLR7/Galpha15, GCaMP6s calcium fluorescence. Aedes aegypti neuropeptide Y-like receptor 7 (NPYLR7). 270,000 tested, 0.15% active; in the data active means activation above about 40%;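 further: 0% = vehicle and 100% = reference agonist at the receptor; some compounds past the cut are filed as inactive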
# mcGAS lum – cyclic GMP-AMP synthase inhibitors, mouse, primary biochemical chemiluminescence; recombinant cGAS, Kinase-Glo ATP depletion luminescence; inhibition, % at 12.5 µM; 160,000 tested, 0.15% active; AID 1259399, 2018;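 further: 0% = negative control wells and 100% = reference inhibitor with no enzyme activity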
# hcGAS inh – Primary biochemical luminescence assay for human cyclic GMP-AMP synthase inhibitors; inhibition, % at 12.5 µM; recombinant h-cGAS, ATP depletion, Kinase-Glo luminescence; Q8N884; 290,000 tested, 0.081% active;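 further: 0% = vehicle reaction and 100% = reaction without DNA for no activity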
# Target sequence (Q8N884 whole entry, looked up): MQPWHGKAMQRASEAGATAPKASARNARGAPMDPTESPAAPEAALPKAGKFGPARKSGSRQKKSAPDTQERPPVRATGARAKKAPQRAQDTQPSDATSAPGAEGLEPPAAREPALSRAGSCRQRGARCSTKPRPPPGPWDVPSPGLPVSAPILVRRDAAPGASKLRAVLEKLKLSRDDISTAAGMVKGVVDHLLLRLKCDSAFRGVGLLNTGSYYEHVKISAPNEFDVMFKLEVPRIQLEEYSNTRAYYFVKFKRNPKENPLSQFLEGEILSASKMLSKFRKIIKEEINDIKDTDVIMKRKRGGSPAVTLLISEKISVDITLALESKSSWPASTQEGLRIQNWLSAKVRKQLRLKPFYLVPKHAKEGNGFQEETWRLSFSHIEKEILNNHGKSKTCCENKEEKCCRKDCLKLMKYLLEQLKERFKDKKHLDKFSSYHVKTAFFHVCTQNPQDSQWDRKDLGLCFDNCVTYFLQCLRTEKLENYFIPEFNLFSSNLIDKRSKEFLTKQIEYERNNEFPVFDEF
# * marks the source's active call; other numbers are inactive results; · = not tested or not shown; & = joins results of further samples. Unless noted, no stated cut-off is given here; in the data, active means inhibition above about 40%; inactive means the rest.
# Sample of the layout (5 entries):
SMILES,NPYLR7 ag,mcGAS lum,hcGAS inh
CCCCCC(=O)Nc1c(-c2ccc(OC)cc2)nc2ccccn12,-11,-7,-6
Cc1cc(CSc2nnc(-c3cccs3)n2C2CC2)no1,-2,·,-4
C/C(=N\OC(C)C(=O)Nc1ccc2c(c1)OCCCO2)c1sc(C)nc1C (stereo unspecified),-2,·,-5
OC[C@H]1NC[C@@H](O)[C@@H]1O,-1,-4,-2
CC(C)N1CCC(NS(=O)(=O)c2cc(Cl)sc2Cl)C1 (stereo unspecified),-7&-1,-7,12&-17

# This part in full (from the top)
SMILES,NPYLR7 ag,mcGAS lum,hcGAS inh
CCCCCC(=O)Nc1c(-c2ccc(OC)cc2)nc2ccccn12,-11,-7,-6
Cc1cc(CSc2nnc(-c3cccs3)n2C2CC2)no1,-2,·,-4
C/C(=N\OC(C)C(=O)Nc1ccc2c(c1)OCCCO2)c1sc(C)nc1C (stereo unspecified),-2,·,-5
OC[C@H]1NC[C@@H](O)[C@@H]1O,-1,-4,-2
CC(C)N1CCC(NS(=O)(=O)c2cc(Cl)sc2Cl)C1 (stereo unspecified),-7&-1,-7,12&-17
O=S1(=O)N=C(N2CCN(Cc3ccccc3)CC2)c2ccccc21,1,-1,3
CCC1c2ccsc2CCN1C(=O)c1ccc2c(c1)CCCC(=O)N2 (stereo unspecified),2,·,-9
Cc1cc(C(=O)N(CC2CCN(Cc3ccccc3C)CC2)CC2CCCO2)no1 (stereo unspecified),2,·,-12
CCN(CC)c1onc(-c2ccc(F)cc2)c1CN(CC1CC1)C(=O)c1cccc(F)c1,14,-6,-6
COc1ccc(-n2cccn2)c(-c2c(-c3ccccc3)ncn2CCCO)c1,2,-15,-3
CC(=O)C1=C(C(F)(F)F)N(C)C(=S)N(C)C1c1ccccc1 (stereo unspecified),5,·,-7
COc1cccc2sc(N(Cc3cccnc3)C(=O)CCSc3ccc(F)cc3)nc12,10,·,-3
CCOC(=O)c1nn(-c2ccc(F)cc2)c(=O)cc1OS(=O)(=O)c1ccc(OC)cc1,-2,-7,-9
CN(C)CCN(Cc1ccc(F)cc1)C(=O)NCC1CCCOC1c1ccccc1 (stereo unspecified),7,-15,-7
Cn1c(CO)nnc1C1CCCN(C(=O)C2CCOCC2)C1 (stereo unspecified),·,-3,1
CN(CC1(CO)CC1)C(=O)CN1CCNCC1,16,·,-7
Cc1cc[n+](C2C(c3ccc(Br)cc3)C(C#N)C(C(C#N)C#N)=NC2(O)C2CC2)cc1 (stereo unspecified),-4,0,-5
CCc1cc2c(=O)c(-c3ccc(Br)cc3)c(C(F)(F)F)oc2cc1O,17,-7,-1
NC(=O)c1cccc(-c2cnc3c(Nc4cccc(OC(F)(F)C(F)F)c4)nccn23)c1,3,-5,-4
Cc1ccc(NC(=O)CSc2nc(=O)n(CCCN3CCOCC3)c3c2CCC3)cc1Cl,-1,-7,-6
CNC(=O)[C@H]1CN(C(=O)Cc2ccccc2)[C@]2(C)C(=O)N(CC(=O)N(C)C)c3ccccc3[C@H]12,24,-7,3
Cc1nc2c(OCC(=O)C(C)(C)C)cccn2c1N(C)Cc1cccs1,6,-2,-1
CCOC(=O)CNC(=O)N(CCOC)CC(=O)Nc1cc(C(C)(C)C)nn1-c1ccc(C)cc1C,12,-6,-4
CC(C(=O)NCc1ccc(OC(F)F)cc1)S(=O)(=O)c1ccc(F)cc1 (stereo unspecified),12,·,-15
CC(C(=O)NCCS(=O)(=O)N(C)C)n1cnc2ccccc21 (stereo unspecified),-1,1,-2

# Later entries
SMILES,NPYLR7 ag,mcGAS lum,hcGAS inh
CSc1ccc(NC(=O)NCc2nnc(SCc3ccccc3C)n2-c2cc(Cl)ccc2Cl)cc1,-2,-3,-2
Cc1nn(C(=O)N(C)C)c(C)c1CN1C(=O)c2ccccc2C1=O,10,·,-3
CCSCC(=O)N1CCC(n2cnc3ccc(F)cc32)CC1,·,-5,-8
Cc1nn(C(C)(C)C)c(C)c1S(=O)(=O)NCc1ccoc1C,6&2,·,-6&-9
CC(Sc1ncc(-c2ccc(Br)cc2)[nH]1)C(=O)NC(N)=O (stereo unspecified),-1,·,-4
CCSc1ncnc2sc3c(c12)CCC(C)C3 (stereo unspecified),2,-4,-10
COc1ccc(NC(=O)C(C)n2cccn2)cc1Cl (stereo unspecified),2,·,-12
CC(C)Cc1cc(C(=O)N(C)Cc2n[nH]c3c2CCCC3)n(C)n1,2,·,-4
COc1ccc(-n2nnc(S(=O)(=O)c3ccc(C)cc3)c2C)cc1OC,-1,0,6
CNC(=O)COC1CN(C(=O)c2ccco2)CCC(=O)N(C)c2ccccc21 (stereo unspecified),4,-5,-3
O=C(c1ccc(Cn2nnn(-c3ccccc3)c2=O)cc1)N1CCCC1,-7,·,-12
CC(C)CCC1=NC2(CCN(C(=O)c3cc(F)cc(Cl)c3)CC2)C(=O)N1,-3,-13,-6
Cc1cc(CC(C)NC(=O)Cn2nccc2C)n[nH]1 (stereo unspecified),4,-14,-4
CC(C)CN(CC(=O)O)C(=O)OC(C)(C)C,0,·,5
CCn1c(CC2CCN(S(=O)(=O)N3CCCCC3)CC2)nn(C)c1=O,13,·,-4
CN(CC(O)Cc1ccccc1)CC1CC(c2ccc(F)cc2)=NO1 (stereo unspecified),-3,-6,-8
O=c1ccc(-n2ccnc2-c2cccnc2)c[nH]1,4,-10,0
Cc1cc(C)c(C)c(S(=O)(=O)N2CCC(C(=O)N(C)Cc3ccc4c(c3)OCCO4)CC2)c1C,5,-6,-5
CC(C)c1nc(CN(C)C(=O)CCc2cn3ccccc3n2)cs1,10,-16,0
CCOc1ccc(C2c3cccn3CCCN2Cc2cc(OC)ccc2OC)cc1 (stereo unspecified),25,-3,-1
CCCCCOc1cc(C)ccc1S(=O)(=O)N1CCCC1,1,-7,-4
CN(CC1CCCCO1)C(=O)c1cccc2c(=O)c3ccccc3[nH]c12 (stereo unspecified),1,-9,-3
CCCCNC(=O)C1(C)CCN1Cc1ccc(SC)cc1 (stereo unspecified),1,·,-12
C=CCN(CCC)C(=O)c1c(O)cccc1O,-1,-17,-5
CC(c1nc(C2CC2)no1)N(C)CC1CCN(CCO)CC1 (stereo unspecified),5,·,-9

# Following part
SMILES,NPYLR7 ag,mcGAS lum,hcGAS inh
Cc1csc(-c2ccc(NC(=O)C(=O)NCC3CCCC3)cc2)n1,6,·,-6
COc1ccc(CN(Cc2nc3cc(C)ccc3o2)C(=O)COc2ccc(Cl)cc2)cc1,-4,-4,-4
CCOC(=O)c1nc2c(N)nc(SC)nc2[nH]c1=O,-11,·,23
CCn1c(C2CCN(C(=O)C3CC(=O)N(CC(C)C)C3)CC2)nn(C)c1=O (stereo unspecified),0,·,-1
Cc1cc(C(=O)NCCN2CCCC(C)C2)n[nH]1 (stereo unspecified),-1,·,2
CCn1cc(C(=O)N2CC(c3noc(CC(C)C)n3)C3(CCCC3)C2)cn1 (stereo unspecified),·,-3,-10
COc1cc2c(cc1OC)C(C(C)C)N(C(=O)c1ccccc1F)CC2 (stereo unspecified),-4,-6,-5
Cc1occc1C(=O)Nc1cccc(-c2nc(CNC(=O)CC3CCCCC3)c(C)o2)c1,19,-13,-8
CC(C)C(=O)N(Cc1csc(COc2cc(Cl)ccc2Cl)n1)C(C)C,15,-6,-6
O=C(Nc1cnns1)NC1CCN(C2CCS(=O)(=O)CC2)CC1,·,-3,-6
COC(=O)C1=C(C)NC2=C(C(=O)CC(c3ccccc3)C2)C1c1ccncc1 (stereo unspecified),1,·,-5
Cc1c(NC(=O)C2CC(=O)N(C3CC3)C2)cccc1C(=O)N1CCc2sccc2C1 (stereo unspecified),-2,·,-6
O=S(=O)(NC1CCCCC1)c1ccc(S(=O)(=O)N2CCN(c3ncccn3)CC2)cc1,3,·,-5
Cc1cnc(NC(=O)CN(CC(C)C)C(=O)C2CCCCC2)s1,·,-7,-17
Cc1c(C(=O)NC2CCCC2)sc(=O)n1CC(=O)c1ccc(F)cc1,2,·,-7
OCC(O)CSCc1nnc(-c2ccc(Cl)cc2)o1 (stereo unspecified),1,·,-19
CCc1nnc(-c2cc3ccccc3n2CC(=O)Nc2ccc(OC)cc2OC)o1,-2,-10,-6
COc1ccc(C(=O)Nc2ccc(-n3nc(OC(C)C)nc3-c3ccccc3C)cc2)cc1,23,-5,-4
CC1(C(=O)NS(=O)(=O)c2ccc(Cl)cc2)CCN1C(=O)Cc1ccccc1Cl (stereo unspecified),3,·,-3
NC(=O)c1cc2c(nc1-c1ccc3c(c1)OCCO3)CCC2,-1,·,-6
CCOC(=O)c1c(NC(=O)Cn2cnc([N+](=O)[O-])n2)sc2c1CCC2,-13,-3,3
O=S(=O)(c1ccc(F)cc1)N1CCCC(CO)C1 (stereo unspecified),4,-5,-7
CCCn1cnnc1COC(=O)c1n[nH]c2c1CCCC2,1,·,5
COc1cccc(C2NC(=O)CCC2[N+](=O)[O-])c1OC (stereo unspecified),-12,-8,-2
Cc1ccc2ncc(C(=O)NC(C)c3ccccc3)c(=O)n2c1 (stereo unspecified),0,-8,-8

# Next compounds follow:
SMILES,NPYLR7 ag,mcGAS lum,hcGAS inh
COc1cc2c(cc1OC)C1CN(C(=O)c3ccccc3F)CC(=O)N1CC2 (stereo unspecified),-1,-6,-8
OCC1(O)CCCN(Cc2cccc(-c3ccccn3)c2)CC1 (stereo unspecified),12,·,-5
COCCCN(CC(=O)Nc1cc(C(C)(C)C)nn1-c1cccc(C)c1)C(=O)c1cccc(Br)c1,20,-6,-1
O=C(C1CCCO1)N1CCOc2c(cc(-c3csc4ccccc34)cc2OCCc2ccccn2)C1 (stereo unspecified),-1,·,0
CCc1ccccc1NC(=O)NCCn1nc(-c2cc(OC)ccc2OC)ccc1=O,0,-1,3
O=S(=O)(Nc1cnc2ccccc2c1)c1ccc(Cl)c(C(F)(F)F)c1,11,-7,-3
COc1cn(CC(=O)Nc2ccccc2)c(CN2CCN(c3ccccc3)CC2)cc1=O,-3,-8,-3
CCCCN(Cc1ccc(OS(C)(=O)=O)cc1)C(=O)c1ccc(OC)cc1,8,-5,-10
Cc1cc(CN(C)C(=O)C(C)(C)c2ccc(Cl)c(Cl)c2)no1,5,·,-5
CC(C)Cc1ncc2c(n1)CN(C(=O)Cn1c(=O)oc3ccccc31)C2,2,-19,-3
CCN(CC)S(=O)(=O)c1ccc(NC(=O)CSc2nnc(C)n2C2CCCCC2)cc1,0,-8,-6
COc1cc(F)ccc1NC(=O)c1ccc(N2CCCC2)nc1,10,·,-11
Cc1nccn1CC1CCN(c2ncnc3c2CCNC3)CC1,4,-16,-1
Cn1cc(S(=O)(=O)NCCc2nc3c(s2)CCCC3)c(=O)n(C)c1=O,2,·,-3
COc1ccc(NC(=O)N(CC(=O)Nc2cc(-c3ccccc3)nn2-c2ccc(F)cc2)CC(C)C)c(OC)c1,8,0,5
CN(C)S(=O)(=O)c1cccc(C(=O)NC2CCc3ccccc32)c1 (stereo unspecified),2,·,-7
CCC(C)N1CCN(C2C3CC4CC(C3)CC2C4)CC1 (stereo unspecified),·,-1,3
Cc1ccccc1-n1c(-c2ccc(Cl)cc2)cc(C(=O)NC(C)CCc2ccccc2)c1C (stereo unspecified),-10,-7,-19
CCc1nn2c(=O)cc(CSc3nc(C)cc(=O)[nH]3)nc2s1,8,0,1
CCn1c(C2CCN(C(=O)c3ccc(-c4ccn[nH]4)cc3)CC2)nn(C)c1=O,20,-19,-6
CCOCCn1ccc2c(NC(=O)c3cc(OC)c(OC)c(OC)c3)c(OC(=O)N(CC)CC)ccc21,-3,-7,-6
Cc1nc2ccc(C(=O)NCc3ccc(N(C)C)cc3)cn2c1N(C)CC1CCCCC1,-5,-2,-5
COCCNC(=O)c1csc(COc2ccc3c(c2)OCO3)n1,-4,-6,-4
Fc1ccc(-n2cc(CNCC3CSCCS3)cn2)cc1 (stereo unspecified),3,·,-15
COc1ccc(C)cc1NCCC(=O)N1CCOc2ccccc2C1,0,-5,-6

# Three structures out of the list, ordered by molar mass, low to high:
SMILES,NPYLR7 ag,mcGAS lum,hcGAS inh
CCc1nn2c(=O)cc(CSc3nc(C)cc(=O)[nH]3)nc2s1,8,0,1
O=S(=O)(Nc1cnc2ccccc2c1)c1ccc(Cl)c(C(F)(F)F)c1,11,-7,-3
COc1ccc(NC(=O)N(CC(=O)Nc2cc(-c3ccccc3)nn2-c2ccc(F)cc2)CC(C)C)c(OC)c1,8,0,5

# (further entries)
SMILES,NPYLR7 ag,mcGAS lum,hcGAS inh
Cc1noc(C)c1CCC(=O)N1CCC2(CCCN(CCCc3ccccc3)C2)C1 (stereo unspecified),13,-11,-6
CNC(=O)Cn1cnc2c(nnn2-c2cc(C)cc(C)c2)c1=O,-4,-7,-4
CCC(=O)N(c1nnc(SC(C)C(N)=O)s1)C1CC1 (stereo unspecified),11,·,-2
CC(=O)N[C@@H](Cc1c[nH]c2ccccc12)C(=O)O,·,3,6
COc1cccc(CC(=O)Nc2cnc3cnc(-c4cccc(NC(C)=O)c4)cn23)c1,-2,-3,0
Cn1ccc(C(=O)N(Cc2ccccn2)c2nc3ccccc3s2)n1,·,-8,-4
OCCC1CN(Cc2cccc3nonc23)CCN1CC1CCCCC1 (stereo unspecified),9,·,-8
O=C(Cn1nc(-c2ccco2)c2sc(N3CCCC3)nc2c1=O)Nc1ccc2c(c1)OCCCO2,1,-1,-1

# Source: PubChem
